High-throughput results (PubChem)
Bcl-W Bim block = inhibitors of Bim-Bcl-W interaction, human; bead-based flow cytometry, Bim peptide-Bcl-W binding; AID 952; inhibition, % at 10 µM; Q92843; 190,000 compounds, 0.02% hits;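 further: 0% = bound tracer without compound and 100% = peptide blocker; higher means less fluorescent Bim peptide bound to Bcl-W beads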
Bim-Bcl-2 = disrupts Bim peptide binding to human Bcl-2; Bead-based flow cytometry, Bim peptide-Bcl-2 binding; 190,000 compounds, 0.06% hits; inhibition, % at 10 µM; P10415; in the data active means inhibition above about 40%; inconclusive means no clear call, values can overlap the other calls;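 further: 0% = no compound wells with probe peptide and 100% = reference peptide inhibitor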
Target sequence (P10415 whole entry, looked up): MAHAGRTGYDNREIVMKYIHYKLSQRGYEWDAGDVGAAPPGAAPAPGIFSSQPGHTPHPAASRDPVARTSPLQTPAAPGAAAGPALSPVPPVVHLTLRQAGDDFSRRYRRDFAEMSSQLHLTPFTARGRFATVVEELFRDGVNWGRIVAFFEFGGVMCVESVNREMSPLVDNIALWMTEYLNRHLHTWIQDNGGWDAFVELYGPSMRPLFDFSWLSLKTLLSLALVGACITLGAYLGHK
ABCB1 block = inhibitors of human ABCB1 transporter, ABCG2 counter-screen; CCRF-Adr cells, JC-1 efflux, flow cytometry; 190,000 compounds, 0.067% hits; inhibition, % at 6.6 µM; P08183; in the data active means inhibition above about 40%;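 further: 0% = vehicle and 100% = reference inhibitor; higher value means more JC-1 retained so stronger ABCB1 efflux block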
Bfl-1 Bim block = human Bim-Bfl-1 interaction inhibition; inhibition, % at 10 µM; AID 1008; 190,000 compounds, 0.12% hits; Q16548; Bead-based flow cytometry, Bim-Bfl-1 binding inhibition;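 further: 0% = wells without compound plus tracer and 100% = blocker peptide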
ABCG2 block = blocks JC-1 efflux by human ABCG2 transporter; Q9UNQ0; IgMXP3 cells, flow cytometry; inhibition, % at 6.6 µM; 190,000 compounds, 0.1% hits;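 active means inhibition above 80%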;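 further: 0% = DMSO and 100% = nicardipine control wells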
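Measure – % inhibition of efflux relative to nicardipine and DMSO · Test system – ABCG2 IgMXP3 and barcoded ABCB1 CCRF-Adr cell mix · Control set – nicardipine as high control, DMSO as low control · Compound – one concentration, 6.6 µM final · Signal – flow cytometry of retained JC-1 fluorescence · Timing – 10 min exposure at 25 °C with rotation, no wash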
GSH bead fluor = compound fluoresces at 488/530 nm on GSH beads. 190,000 compounds, 0.25% hits. GSH beads flow cytometry, compound fluorescence 488/530 nm; hits give high values. fluorescence (KMESF) at 10 µM; in the data active means fluorescence above about 89;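 further: glutathione beads carrying GST-tagged Bcl family fusion proteins plus one bare bead set; values are compound well signal with DMSO vehicle wells as background; inactives centre near 16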
Bcl-B Bim block = disrupts Bim peptide binding to human Bcl-B; 190,000 compounds, 0.073% hits; inhibition, % at 10 µM; AID 951; bead-based flow cytometry; Q9HD36;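 further: 0% = tracer peptide without compound and 100% = reference inhibitor peptide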
Bcl-XL Bim block = inhibitors of Bim-Bcl-XL interaction, human. Q07817. Bim peptide-Bcl-XL binding, bead flow cytometry, fluorescence. inhibition, % at 10 µM. 190,000 compounds, 0.04% hits
Target sequence (Q07817 whole entry, looked up): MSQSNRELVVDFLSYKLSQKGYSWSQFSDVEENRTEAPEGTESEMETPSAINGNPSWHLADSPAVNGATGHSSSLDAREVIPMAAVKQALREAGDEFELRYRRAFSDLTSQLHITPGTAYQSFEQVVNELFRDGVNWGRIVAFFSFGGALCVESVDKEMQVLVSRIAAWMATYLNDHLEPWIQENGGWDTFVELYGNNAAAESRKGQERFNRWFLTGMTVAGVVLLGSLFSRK
RGS4-Gao reg = modulates binding of RGS4 to human Galphao. P09471. Multiplexed bead flow cytometry; actives lie on both sides. binding response (% of control), % at 10 µM. 220,000 compounds, 0.33% hits; in the data active means binding response below about 49% or above about 150%; inactive means in between;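 further: fluorescent Galphao activated with aluminum fluoride binding bead-coupled RGS4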
Target sequence (P09471 whole entry, looked up): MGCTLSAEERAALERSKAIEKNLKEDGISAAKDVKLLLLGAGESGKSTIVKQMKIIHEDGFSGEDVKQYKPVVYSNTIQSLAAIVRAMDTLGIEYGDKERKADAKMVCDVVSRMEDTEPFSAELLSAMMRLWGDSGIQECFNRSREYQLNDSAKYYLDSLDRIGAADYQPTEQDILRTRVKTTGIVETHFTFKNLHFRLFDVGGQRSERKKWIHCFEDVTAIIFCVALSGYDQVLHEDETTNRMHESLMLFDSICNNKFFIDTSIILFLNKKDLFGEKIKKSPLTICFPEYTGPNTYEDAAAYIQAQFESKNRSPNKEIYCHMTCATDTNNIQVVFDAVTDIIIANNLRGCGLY
RGS7-Gao reg = modulates binding of RGS7 to human Galphao; P09471; Multiplexed bead flow cytometry; actives lie on both sides; binding response (% of control), % at 10 µM; 220,000 compounds, 0.35% hits; in the data active means binding response below about 49% or above about 150%; inconclusive means no clear call, values can overlap the other calls; inactive means in between;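 further: fluorescent Galphao held in activated GDP-AlF4 state binding bead-coupled RGS7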
RGS8-Gao reg = human RGS8-Galphao interaction regulation. AID 1423. response (percent of control binding), % at 10 µM. 220,000 compounds, 0.34% hits. P09471. multiplexed bead flow cytometry, RGS8-Galphao binding; actives lie on both sides; in the data active means response below about 60% or above about 140%; inactive means in between;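 further: Galphao activated as the GDP aluminium fluoride complex binding bead-coupled RGS8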
* marks the source's active call; other numbers are inactive results; ? = inconclusive; & = joins results of further samples. Unless noted, no stated cut-off is given here; in the data, active means inhibition above about 40%.

Sequence of screens – Bcl-W Bim block, Bim-Bcl-2, ABCB1 block, Bfl-1 Bim block, ABCG2 block, GSH bead fluor, Bcl-B Bim block, Bcl-XL Bim block, RGS4-Gao reg, RGS7-Gao reg, RGS8-Gao reg
(1) CN1CCN(C(=O)c2ccccc2-c2nc(-c3ccccc3)no2)CC1
    0, -11, 0.8, -13, 13, 16, -10, -6, 105, 105, 110
(2) Cc1ccc(C(C2=C(O)CC(C)(C)CC2=O)C2C(=O)CC(C)(C)CC2=O)o1 (configuration not stated)
    -6, 4, -0.2, 9, -2, 31, -3, 0, 97, 95, 96
(3) COc1ccc(NS(=O)(=O)c2ccc(OC)c(NC(=O)CCC3CCCCC3)c2)cc1
    -2, -5, -0.7, -2, 3, 12, -9, -8, 104, 102, 104
(4) Cc1ccccc1OCC(=O)N1N=C(c2cccnc2)CC1(O)C(F)(F)F (configuration not stated)
    -5, -7, 0.9, -8, 18, 10, -4, -7, 106, 107, 110
(5) COC(=O)c1ccc(NC(=S)NCCCN2CCCC2=O)cc1
    -2, -5, -1.5, -3, -7, 10, -6, -4, 102, 105, 100
(6) CCOC(=O)c1ccc(NC(=O)CSc2nc(C)nc3c2c(=O)n(C)c(=O)n3C)cc1
    -1, -6, 1.1, -10, 5, 18, -4, -4, 100, 99, 100
(7) Cc1ccc(-n2c(SCC(=O)NCc3ccco3)nc3c(sc4ccccc43)c2=O)cc1
    -6, -6, 1.1, -4, -3, 15, -14, -10, 100, 99, 100
(8) NC(=O)C1CCCN(Cc2ccc(Cl)cc2)C1 (configuration not stated)
    -1, -3, 0.8, 0, 2, 17, -2, -2, 102, 107, 100
(9) N/C(=N\N=C\c1ccco1)SC1CC(=O)N(c2ccc(C(=O)O)cc2)C1=O (configuration not stated)
    0, 0, 0.0, -3, 0, 11, -1, -1, 101, ?, 101
(10) CCOC(=O)N1CCN(C(=O)CSc2nnc(-c3c[nH]c4ccccc34)n2CCOC)CC1
    -2, -11, -1.2, -18, 2, 32, -7, -6, 98, 97, 99

Rewritten with tabs: 2 of the compounds above
cpd	smiles	Bcl-W Bim block	Bim-Bcl-2	ABCB1 block	Bfl-1 Bim block	ABCG2 block	GSH bead fluor	Bcl-B Bim block	Bcl-XL Bim block	RGS4-Gao reg	RGS7-Gao reg	RGS8-Gao reg
3	COc1ccc(NS(=O)(=O)c2ccc(OC)c(NC(=O)CCC3CCCCC3)c2)cc1	-2	-5	-0.7	-2	3	12	-9	-8	104	102	104
4	Cc1ccccc1OCC(=O)N1N=C(c2cccnc2)CC1(O)C(F)(F)F (configuration not stated)	-5	-7	0.9	-8	18	10	-4	-7	106	107	110

Next section:
Sequence of screens – Bcl-W Bim block, Bim-Bcl-2, ABCB1 block, Bfl-1 Bim block, ABCG2 block, GSH bead fluor, Bcl-B Bim block, Bcl-XL Bim block, RGS4-Gao reg, RGS7-Gao reg, RGS8-Gao reg
(11) Cn1c(-c2cccc(OCc3ccccc3)c2)nc2c1c(=O)[nH]c(=O)n2Cc1ccccc1
    0, -11, 1.2, -8, 8, 10, -9, -3, 99, 97, 102
(12) Clc1ccc(-c2nnc(-c3ccc(Br)o3)o2)c(Cl)c1
    0, -10, -7.6, -11, -2, 11, -10, -3, 87, 84, 91
(13) CCC(C)n1c(SCC(=O)/C(C#N)=C(\C)N)nc2ccccc2c1=O (configuration not stated)
    -6, -5, 4.7, -11, 4, 14, -9, -6, 90, 89, 96
(14) NC(=S)NNc1cccc(Cl)c1
    0, -15, 0.6, -8, 1, 9, -14, -4, 104, 104, 101
(15) Cc1ccc(S(=O)(=O)N2C(=O)C(c3ccccc3)SC2=Nc2ccccc2)cc1 (configuration not stated)
    -5, -6, -0.1, 6, 0, 13, -8, -6, 98, 103, 102
(16) COc1ccc(N2CCN(Cc3nc4ccsc4c(=O)[nH]3)CC2)cc1
    0, -5, 0.2, -10, 2, 42, -9, -17, 96, 96, 96
(17) CCn1c(SCC(=O)Nc2ccccc2-c2ccccc2)nnc1-c1ccoc1C
    -3, 8, 1.3, 3, 12, 39, -5, 18, 93, 96, 96
(18) Cn1c(=O)c2c(nc(SCC(=O)Nc3ccccc3N3CCCCC3)n2C)n(C)c1=O
    -6, -2, 7.8, -4, 17, 28, -6, -7, 103, 103, 106
(19) N#Cc1c(N)sc2c1CCN(C(=O)OCc1ccccc1)C2
    1, -4, 0.3, 3, 5, 10, -16, -4, 98, 109, 93
(20) CC(C)(C)OC(=O)NCC(=O)Oc1cc2oc(=O)cc(-c3ccccc3)c2cc1Cl
    -4, -6, 0.1, -6, 6, 18, -3, -6, 99, 102, 101
(21) O=C(NCCN1CCOCC1)c1noc2c1CCc1ccccc1-2
    -7, -6, 0.1, -14, 11, 21, -7, -9, 99, 100, 101
(22) O=C1CSC(c2ccc(F)cc2)N1c1nc2ccccc2s1 (configuration not stated)
    -4, -3, 1.3, -2, 5, 13, -4, -11, 102, 100, 103
(23) O=C(CCN1C(=O)S/C(=C\c2ccccc2)C1=O)Nc1ccc(S(=O)(=O)Nc2nccs2)cc1
    -3, -4, -0.8, -1, -3, 11, -3, -4, 97, 96, 100
(24) C=CCN1C(=O)/C(=C\C=C2\N(C)c3ccccc3C2(C)C)SC1=S
    0, 6, 61*, 7, 189*, 27, -33, 2, 99, 100, 96
(25) COc1ccc(CCNC(=O)COc2ncnc3ccccc23)cc1OC
    1, 2, 0.5, -4, 2, 25, -1, 0, 100, 99, 104
(26) CCCC1(CCC)NC(=O)N(CC(=O)Nc2ccccc2OC)C1=O
    1, -10, 1.0, -14, 2, 23, -5, -3, 102, 102, 100
(27) O=c1c(OC2OC(CO)C(O)C(O)C2O)c(-c2ccc(O)c(O)c2)oc2cc(O)cc(O)c12 (configuration not stated)
    2, 3, -0.7, 1, -2, 17, -1, -2, 94, 90, 93
(28) CS(=O)(=O)c1ccccc1-c1nc(-c2ccc([N+](=O)[O-])cc2)no1
    -5, -2, 1.5, -2, 22, 72, -1, -3, 107, 105, 103
(29) Cc1ccc(C(=O)NNC(=S)NC(=O)COc2ccccc2)cc1
    2, -2, -0.4, 2, -1, 15, -19, -6, 99, 106, 100
(30) CCC1=Nc2cc(C(=O)NCCCOC(C)C)ccc2Sc2ccccc21
    2, -7, 0.8, -10, 21, 36, -9, -7, 96, 96, 97
(31) Cc1ccc(C)c(NC(=O)CSc2nnc(CSc3nc(C)cc(C)n3)n2Cc2ccco2)c1
    2, -4, 2.6, -8, 4, 7, -3, -3, 75, 75, 82
(32) COC(=O)CN1C(=O)CC(C)(C)S(=O)c2ccccc21 (configuration not stated)
    1, -7, 0.5, -11, 2, 22, -2, -1, 101, 104, 100
(33) Cc1ccc(C2=N/C(=C\c3c(C)nn(-c4ccccc4)c3N3CCCC3)C(=O)O2)cc1
    -1, -5, 1.5, -13, 5, 11, -5, -1, 102, 101, 98
(34) COc1ccc(C(=O)Cc2ccccc2)cc1OC
    -3, -1, 1.0, -3, 2, 10, -3, -3, 106, 105, 104
(35) Cc1oc2nc(SCC(=O)Nc3ccc(S(N)(=O)=O)cc3)nc(NC(=O)c3ccccc3)c2c1C
    7, 0, -0.2, -10, -1, 26, 0, 0, 100, 99, 101
(36) COc1ccc(CC(=O)NCc2n[nH]c(=S)n2-c2cccc(C)c2)cc1
    0, 0, 0.0, 1, 7, 12, -15, -4, 88, 89, 95
(37) CCOc1ccc(C(=O)NCCCN2CCOCC2)cc1OCC
    1, 1, 0.4, -5, 1, 14, 1, 1, 106, 99, 102
(38) COc1ccc(/C=N/NC(=O)c2[nH]nc3c2CCc2ccccc2-3)cc1OC
    -2, -5, -0.6, -11, -7, 19, -12, -10, 99, 95, 100
(39) CC(=O)n1c(Cl)c(NC(=O)CCl)c2ccccc21
    3, -4, 0.0, -6, 1, 11, 0, 0, 98, 103, 104
(40) O=C(NC1CCCCC1)C(=S)N1CCOCC1
    -4, 1, 0.0, 1, 2, 16, -16, -7, 99, ?, 100
(41) C/C=C(\C)c1nnc(NC(=O)c2ccco2)s1
    -4, -10, 0.4, -14, 2, 34, -14, -19, 111, 101, 106
(42) O=C(O)c1cn[nH]c1-c1cccc([N+](=O)[O-])c1
    0, 2, 0.7, 0, 5, 10, 6, 0, 103, 105, 100
(43) COc1ccc(CNc2ccc(-c3ccc(OC)cc3)nn2)cc1
    -1, -9, 0.6, -11, 11, 30, -9, -7, 102, 101, 98
(44) CNC(=O)c1nc(C)n(-c2cc(Cl)cc(Cl)c2)n1
    -1, -6, 0.0, -10, 0, 39, -8, 6, 105, 104, 104
(45) CC(NC(=O)c1ccccc1)c1ccc(Br)cc1 (configuration not stated)
    1, 3, 0.7, 6, 9, 24, 2, 0, 102, 100, 97
(46) CCOC(=O)N1CCC(Nc2c(NCCN3CCN(c4cccc(Cl)c4)CC3)c(=O)c2=O)CC1
    -2, 5, -1.6, 2, 0, 21, 0, -4, 105, 107, 111
(47) c1ccc2[nH]c(-c3ccncc3)nc2c1
    0, 1, 0.2, 1, 4, 9, 3, -3, 84&93, ?, 92&90
(48) Cn1c(N)c(S(=O)(=O)NCc2ccccc2Cl)c(=O)n(C)c1=O
    0, -4, 0.2, -2, -1, 13, -1, -1, 99, 96, 112
(49) Cc1ccc(S(=O)(=O)N2CCNC(=O)CC2)cc1
    0, 0, 2.6, -1, 3, 14, -4, -1, 105, 103, 103
(50) CCCc1ccc(C(C)NC(=O)c2cnccn2)cc1 (configuration not stated)
    5, -2, 0.2, -11, 0, 8, -3, -2, 101, 100, 100
(51) CC(NC(=S)Nc1ccccc1)C1COc2ccccc2O1 (configuration not stated)
    -4, -6, 0.0, -11, -2, 10, -11, -10, 103, 96, 99
(52) COCCCNC(=O)CCNS(=O)(=O)c1ccc(C)cc1
    0, -3, 0.2, -2, 1, 13, -3, -4, 99, 103, 100
(53) Fc1ccc(CSc2nnc(CN3CCOCC3)n2-c2ccccc2)c(Cl)c1
    -6, -10, 0.2, -4, 1, 19, -5, -5, 100, 100, 96
(54) CCOC(=O)N1CCN(C(=O)C2CCN(S(=O)(=O)CC)CC2)CC1
    -5, -7, -0.1, -27, -1, 31, -11, -4, 100, 101, 103
(55) COC(=O)c1ccc(/C=C(\C#N)c2nc3ccccc3s2)cc1
    0, -3, 0.1, -1, 0, 19, 0, 0, 95, 97, 97
(56) CCn1cc(C(=O)NCc2cccnc2)c2cc(OC)c(OC)cc2c1=O
    -2, -7, 0.4, -10, 2, 28, -6, -9, 102, 104, 109
